HIV RNase H inh = inhibitors of HIV-1 reverse transcriptase RNase H | AID 565 | RT-RNase H RNA/DNA duplex cleavage, fluorescence | hit rate 1.9% among 65,000 | P04585 | inhibition, % at 10 µM; in the data active = inhibition above about 50%
RmlC RmlD mix = inhibitors of RmlC and RmlD coupled enzymes; RmlC/RmlD coupled enzyme inhibition, 384-well mixture HTS; hit rate 0.39% among 110,000; inhibition, % at 5.5 µM; in the data active = inhibition above about 30%, passing the limit was not always enough; inconclusive = no clear call, values can overlap the other calls; note: strong numbers were not always called active
* marks the source's active call; other numbers are inactive results; ? = inconclusive; nt = no result given.

SMILES | HIV RNase H inh | RmlC RmlD mix
COc1ccc(C(O)P(=O)(O)CCc2ccccc2)cc1 (centres undefined) | -3 | 7
O=C(Nc1cccc2nsnc12)c1ccc2c(c1)OCCO2 | -11 | 1
C=CCOC(=O)C1=C(C)NC(SCC(=O)OCC)=C(C#N)C1c1ccc(O)c(OC)c1 (centres undefined) | 11 | 0
COc1ccccc1-n1c(=S)sc2c(=O)n(Cc3ccco3)c(SC)nc21 | 35 | -9
O=C(NS(=O)(=O)c1ccccc1)c1ccccc1 | nt | -11
CCCn1c(SCC(=O)Nc2cc(C)on2)nc2c1c(=O)n(C)c(=O)n2C | -6 | -10
CCOC(=O)CSc1nc2ccc(C)cc2cc1C#N | nt | 10
Cc1cc(C)c(C(=O)COC(=O)Cn2cnnn2)cc1C | -7 | -14
CC(=O)Nc1cc(NC(C)=O)c2nc(N)sc2c1 | -1 | -16
COc1ccc(C(=O)COc2cccc(NC(=O)c3ccco3)c2)cc1 | nt | -44
O=C(NCCOCC(F)(F)C(F)F)c1cc(F)c(F)cc1Cl | -5 | -22
CC1(OC(=O)CCc2ccccc2)C(=O)C=C2C=C(c3ccc(C#N)cc3)N(C3CC3)C=C2C1=O (centres undefined) | nt | 7
O=C(CNCC1CCCCC1)Nc1ccccc1N1CCCCC1 | nt | -11
CCOC(=O)[C@@H]1[C@H]2COc3ccc(Br)cc3[C@@H]2N2C(=O)N(c3cccc(Cl)c3)C(=O)[C@]12C | nt | -6
C/C(=N/NC(=O)c1cc(C2CC2)[nH]n1)c1cccs1 | nt | 11
COC(=O)CCc1n[nH]c(=O)[nH]c1=O | -2 | -9
CCOc1ccc(CN2CCCN(C)CC2)cc1 | nt | -3
CCOc1ccc(/C=N/n2c(SC)nnc2-c2ccccc2)cc1OCC | nt | 13
Cc1ccc(N2C(=O)N(CC(=O)N(C)Cc3ccccc3)C(=O)C2C)cc1 (centres undefined) | nt | 3
CC(C(=O)Nc1ccccc1C(=O)N1CCCC1)n1nnc2ccccc21 (centres undefined) | 12 | -13
COc1cccc(Cn2c(Oc3ccccc3)nc3c2c(=O)n(C)c(=O)n3C)c1 | -23 | -11
COc1ccc(NC(=O)COC(=O)Cn2c(C)nc3ccccc32)cc1OC | nt | -7
C=CCn1cnc2c(c1=O)c1nc3ccccc3nc1n2/N=C/c1ccccn1 | -20 | nt
NS(=O)(=O)c1ccc(CNC(=O)/C=C/c2ccccc2)cc1 | nt | -6
Cc1ccccc1NC(=S)NC(NC(=O)C(C)(C)C)C(Cl)(Cl)Cl (centres undefined) | nt | -12

Sorted by number of heavy atoms (highest first): three of the compounds above.
SMILES | HIV RNase H inh | RmlC RmlD mix
COc1ccc(C(=O)COc2cccc(NC(=O)c3ccco3)c2)cc1 | nt | -44
CCOc1ccc(CN2CCCN(C)CC2)cc1 | nt | -3
COC(=O)CCc1n[nH]c(=O)[nH]c1=O | -2 | -9

Additional structures follow.
SMILES | HIV RNase H inh | RmlC RmlD mix
O=C(Nc1ccc(OCC(=O)N2CCN(S(=O)(=O)c3ccccc3)CC2)cc1)c1ccco1 | -21 | -7
CCc1ccc2nc(NC(=O)c3cc(C)on3)sc2c1 | -5 | 4
COc1ccc2oc(-c3ccc(C)c(NC(=O)c4ccc(N5CCOCC5)c([N+](=O)[O-])c4)c3)nc2c1 | nt | 2
O=C1c2ccccc2-c2nnc(-c3ccccc3)cc21 | nt | 12
CCCNC(=O)COC(=O)c1cc(SC)ccc1Cl | nt | 0
COCCCN1CC23C=CC(O2)C(C(=O)OC)C3C1=O (centres undefined) | -1 | 11
COc1ccc(NC(=O)COC(=O)C23CCC(=O)N2c2ccccc2S3)cc1 (centres undefined) | nt | ?
COC(=O)c1ccc(S(=O)(=O)N(Cc2cc3cc4c(cc3[nH]c2=O)OCO4)C2CCCCC2)cc1 | 35 | nt
CCCOc1ccc(N2C(=O)CC(N(O)c3ccccc3)C2=O)cc1 (centres undefined) | -11 | 10
Cn1c(SCc2nc3ccccc3c(=O)[nH]2)nnc1-c1ccco1 | -1 | -10
CCCn1c(=O)[nH]c2ccccc21 | nt | 4
C=CCNC(=S)N1CCN(c2ncc3c(=O)c(C(=O)O)cn(CC)c3n2)CC1 | nt | -2
Cc1c(O)cc2c(c1O)C(=O)CC(c1ccc(O)cc1)O2 (centres undefined) | nt | 18
Cc1ccccc1NC(=O)Cn1nc(C(F)(F)F)cc1C1CC1 | nt | -39
Cc1nn(Cc2ccccc2Cl)c(C)c1NC(=O)CCCn1nc(C)c([N+](=O)[O-])c1C | nt | 3
COCC(C)n1c(C)cc(C(=O)COc2ccc(S(=O)(=O)N3CCOCC3)cc2Cl)c1C (centres undefined) | -14 | 9
CCCn1cnc2cc(NCc3cccc(OC)c3)ccc21 | 24 | 6
COc1cccc(-n2nnc3c(=O)n(Cc4ccc(F)cc4)cnc32)c1 | -1 | 11
COc1ccc(OC)c(-c2c[n+](=O)c3c(n2[O-])CCCC3)c1 | -1 | -12
O=C(CSc1nc2c(sc3ccccc32)c(=O)n1CCO)NCc1ccco1 | nt | 6
CCC(C)(C)n1nnnc1C(c1ccc(OC)c(OC)c1)N1CCN(c2ccc(F)cc2)CC1 (centres undefined) | -1 | -8
COC(=O)C1(CCSC)NC(c2ccccc2OC)C2C(=O)N(C)C(=O)C21 (centres undefined) | -9 | -2
COc1cccc(C(=O)NNC(=O)C2CC(C)=C(C)CC2C(=O)O)c1 (centres undefined) | nt | -12
CCCCCn1c(SCC#N)nc2cc(C(=O)NC3CCCCC3)ccc2c1=O | -2 | nt
CCOC(=O)CNC(=O)c1ccc2c(c1)OCCO2 | -8 | -17

Continuation.
SMILES | HIV RNase H inh | RmlC RmlD mix
CCCOC(=O)CCn1c(=S)oc2ccccc21 | -14 | -12
Cc1cccc(-n2ncc3c(N4CC(C)CC(C)C4)ncnc32)c1 (centres undefined) | -7 | 161
COc1cc(Br)cc2cc(C(=O)OC3CCN(C)CC3)c(=O)oc12 | nt | 3
CCCCCCCCCS(=O)(=O)N/N=C/c1cccc([N+](=O)[O-])c1 | nt | 6
CCN1c2ccccc2-c2nc3ccccc3n2C1c1cccnc1 (centres undefined) | -7 | 13
CCc1ccc(CCC(=O)Nc2ccc(C)cc2C)o1 | -12 | -18
CC(/C=C/c1ccc(Cl)o1)=C\C(=O)O | 6 | 9
CCOC(=O)NCN1C(=O)C2C3C=CC(C3)C2C1=O (centres undefined) | nt | -44
O=C(O)C1=C[C@H](c2csc3ccccc23)C[C@H](OCc2ccc(CO)cc2)O1 | nt | 7
[O-]/C(=C(\C(=S)NCc1ccco1)[n+]1ccccc1)c1ccccc1Br | nt | -1
N#Cc1cc(-c2cccc(Cl)c2)c[nH]c1=O | nt | 9
CC1Cc2ccccc2N1C(=O)CSc1ncccc1C(=O)O (centres undefined) | -7 | -11
O=C(Nc1ccccc1)NC1(C(=O)NCCCN2CCOCC2)CCCCC1 | -4 | 6
CCN(CC)S(=O)(=O)c1ccc(-n2cnnn2)c(C)c1 | nt | -11
O=C1CC(Nc2ccc(N3CCOCC3)cc2)C(=O)N1c1ccccc1 (centres undefined) | nt | 7
COC(=O)c1ccc2c(c1)N(Cc1nc(-c3cccc(Cl)c3)oc1C)C(=O)C1CCCN21 (centres undefined) | 20 | nt
CCOC(=O)c1c(C(F)(F)C(F)(F)C(F)(F)C(F)(F)F)n[nH]c1C | -26 | 9
Cc1nc2ccccn2c1C(=O)Nc1ccc2c(c1)OCCO2 | nt | 8
O=C(O)c1ccccc1C(=O)N(Cc1ccccc1)Cc1ccccc1 | nt | -12
CC1CCN(S(=O)(=O)c2ccc(NC(=O)Cn3nnc(-c4ccccc4F)n3)cc2)CC1 | 69* | 6
CCC(=O)Nc1nc(OC)cc(OC)n1 | -4 | 21
CCn1c(CNc2ccc(C)cc2)nnc1SCC(=O)NCc1ccccc1 | -4 | -1
COC(=O)C(O)(CC(=O)c1ccc(OC)cc1)C(F)(F)F (centres undefined) | -1 | 4
O=C(CN1C(=O)NC2(CCCc3ccccc32)C1=O)N1CCc2ccccc2C1 (centres undefined) | -11 | -8
CCN(CC)CCNc1ccnc2cc(Cl)ccc12 | -9 | 10

Additional structures follow.
SMILES | HIV RNase H inh | RmlC RmlD mix
N#CC1=C(N)Oc2n[nH]c(-c3cccs3)c2C1C1C=CCCC1 (centres undefined) | nt | -10
COc1ccc(-n2c3c(cc(C(=O)N4CCC(C)CC4)c2=O)C(=O)CC(C)(C)C3)cc1 | 3 | 6
N[C@@H](Cc1ccc(O)cc1)c1nnc([C@H](CC(=O)O)NC(=O)C2CCNCC2)o1 | nt | -3
O=C(Nc1ccc(S(=O)(=O)N2CCC(C(=O)NC3CCCCC3)CC2)cc1)c1ccco1 | 9 | 2
CC(=O)Oc1ccccc1C(=O)O | nt | 9
CCCOc1ccc(S(=O)(=O)NCc2ccc(OC)cc2)cc1 | 1 | -15
CCC(Oc1cc(Cl)ccc1Cl)C(=O)NN1C(=O)C2C3CCC(C3=C(C)C)C2C1=O (centres undefined) | nt | 3
O=C(Nc1cccc(OC(=O)N2CCCCC2)c1)N1CCCCC1 | -7 | 2
Cc1cc(NC(=O)c2ccccc2)sc1C | -1 | -15
COc1ccc(C(=O)Cn2c(N3CCCCC3)nc3c2c(=O)n(C)c(=O)n3C)cc1OC | -7 | nt
CC(C)(C)OC(=O)N1CCC[C@H]1c1nnc(SCc2c(F)cccc2Cl)o1 | -20 | -13
COC(=O)c1ccc(OCC(O)CN2CCC(C)CC2)cc1 (centres undefined) | -14 | 4
COc1ccc(CCNC(=O)C2CCN(S(=O)(=O)c3cnc[nH]3)CC2)cc1OC | -20 | -29
CCCOc1cc(N(CC)CC)ccc1/C=C(/C#N)c1nc2ccc(C)cc2[nH]1 | nt | 17
CC1=C(C(=O)Nc2ccccc2)C(c2ccncc2)C(C#N)=C(SCC(=O)NC(C)C)N1 (centres undefined) | 8 | 12
O=C(O)C1C2C=CC(C3CC23)C1C(=O)NCCc1ccccc1 (centres undefined) | -9 | 0
CCOC(=O)C1CCN(C(c2cc3c(C)ccc(C)c3[nH]c2=O)c2nnnn2C2CCCCC2)CC1 (centres undefined) | -10 | 8
Cc1ccc(N2CC(C(=O)Nc3cc(C)ccc3F)CC2=O)cc1 (centres undefined) | -9 | 13
O=C(O)CCCCCN1C(=O)C(=O)/C(=C(/O)c2ccccc2)C1c1ccccc1 (centres undefined) | -9 | -13
CCc1cc(C(=O)Nc2ccccc2)cs1 | -4 | -13
COc1ccc(-c2nnc3sc(COc4ccc(C)cc4)nn23)cc1 | -4 | 4
O=C(CCCN1C(=O)CCC1=O)Nc1ccccc1F | nt | 28
Cc1nc2sc3c(c2c2nc(-c4ccco4)nn12)CC(C)(C)OC3 | -10 | nt
O=C(Nc1ccc2c(c1)OCO2)c1c(F)cccc1F | -5 | 3
Cc1cc(O)cc(O)c1C(=O)Cc1cscn1 | -18 | -10

(cont.)
SMILES | HIV RNase H inh | RmlC RmlD mix
CCCCN1C(=S)NC[C@@H]1Cc1ccccc1 | nt | -61
COc1cc(C(=O)NCc2nnc(SCC(=O)Nc3cc(C)cc(C)c3)o2)cc(OC)c1OC | -5 | 0
COc1ccccc1C1/C(=C(\O)c2ccc3c(c2)OCCO3)C(=O)C(=O)N1CCCN(C)C (centres undefined) | -1 | nt
CC(=O)c1ccc(N2CCN(C(=O)C3CCC3)CC2)cc1 | 5 | -10
Cc1ccc(N2C(=O)C3C4C=CC(C4)C3C2=O)cc1C (centres undefined) | 3 | -12
CCN(CC)C(=O)CSc1nc2ccc(NC(=O)CSc3nccn3C)cc2s1 | 16 | 4
CCN(CC)C(=O)Oc1ccc2c(=O)c(-c3ccccc3)coc2c1 | -1 | 8
CCC1(CC)C(=O)N=C2c3ccccc3C(=O)N21 | -6 | -9
CCOC(=O)Cn1nc(/C=C/c2ccccc2)ccc1=O | nt | -10
Cc1ncsc1CCOC(=O)c1cccnc1 | -3 | 15
CCN1C(=O)C2C(c3cccc(F)c3)NC(CC)(C(=O)OC)C2C1=O (centres undefined) | -6 | -9
COc1cccc(NC(=O)N(CCCN2CCOCC2)C(C)c2cc3ccccc3o2)c1 (centres undefined) | nt | 19
O=C(c1ccco1)N1CCN(C(=O)c2ccccc2Oc2ccccc2)CC1 | -11 | 1
C/C(=N\NC(=O)c1c(Cl)c(C)nn1C)c1cccc(NC(=O)COc2ccc(Cl)cc2)c1 | nt | 2
COc1ccc2c(C)nc(Nc3nc(C)cc(C)n3)nc2c1 | -6 | -11
CSc1cc(/C=N/O)c(SC)s1 | -31 | -39
Cn1c(C(=O)O)c(CC(=O)Nc2ccccc2F)c2ccccc21 | 3 | 2
CCc1nccn1S(=O)(=O)c1ccc(C)c(C)c1 | -64 | -9
CCOC(=O)c1ccccc1NC(=O)CC1Nc2ccccc2NC1=O (centres undefined) | 72* | nt
CCOC(=O)c1cc(OC(=O)c2cccs2)n(-c2ccccc2)n1 | 50* | -8

Gathered by group, the compounds so far containing an aryl thioether with sulfur outside any ring (14)
SMILES | HIV RNase H inh | RmlC RmlD mix
COc1ccccc1-n1c(=S)sc2c(=O)n(Cc3ccco3)c(SC)nc21 | 35 | -9
CCCn1c(SCC(=O)Nc2cc(C)on2)nc2c1c(=O)n(C)c(=O)n2C | -6 | -10
CCOC(=O)CSc1nc2ccc(C)cc2cc1C#N | nt | 10
CCOc1ccc(/C=N/n2c(SC)nnc2-c2ccccc2)cc1OCC | nt | 13
CCCNC(=O)COC(=O)c1cc(SC)ccc1Cl | nt | 0
Cn1c(SCc2nc3ccccc3c(=O)[nH]2)nnc1-c1ccco1 | -1 | -10
O=C(CSc1nc2c(sc3ccccc32)c(=O)n1CCO)NCc1ccco1 | nt | 6
CCCCCn1c(SCC#N)nc2cc(C(=O)NC3CCCCC3)ccc2c1=O | -2 | nt
CC1Cc2ccccc2N1C(=O)CSc1ncccc1C(=O)O (centres undefined) | -7 | -11
CCn1c(CNc2ccc(C)cc2)nnc1SCC(=O)NCc1ccccc1 | -4 | -1
CC(C)(C)OC(=O)N1CCC[C@H]1c1nnc(SCc2c(F)cccc2Cl)o1 | -20 | -13
COc1cc(C(=O)NCc2nnc(SCC(=O)Nc3cc(C)cc(C)c3)o2)cc(OC)c1OC | -5 | 0
CCN(CC)C(=O)CSc1nc2ccc(NC(=O)CSc3nccn3C)cc2s1 | 16 | 4
CSc1cc(/C=N/O)c(SC)s1 | -31 | -39

Compound activity as filed in PubChem BioAssay.

Not all compounds are listed; the hit share may differ from the screen's.
